# CYP2C9 inh: inhibitors of human CYP2C9; CYP2C9 Supersomes, luciferin-H conversion, luminescence; AID 777; P11712; hit rate 20% among 96,000; inhibition, % at 5 µM;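 active = blocking of liver enzyme CYP2C9 beyond about 50% at 5 µM, limit read from the data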; note: values of inactives mirror those of a sister screen read the other way
# PTK2B oligo ant: antagonists of human Pyk2 oligomerization; z-score (the deposit names both 25 µM and 10 µM); hit rate 0.83% among 99,000; AID 1347419; Q293 cells, Pyk2 FERM NanoBiT luminescence; active compounds read low; Q14289;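 active = Z-score of -3 or lower, scaled per plate to the spread of control and sample wells; inactive = z-score above -3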;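 note: negative z-score means lost luminescence so less FERM oligomerization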
# Target sequence (Q14289 whole entry, looked up): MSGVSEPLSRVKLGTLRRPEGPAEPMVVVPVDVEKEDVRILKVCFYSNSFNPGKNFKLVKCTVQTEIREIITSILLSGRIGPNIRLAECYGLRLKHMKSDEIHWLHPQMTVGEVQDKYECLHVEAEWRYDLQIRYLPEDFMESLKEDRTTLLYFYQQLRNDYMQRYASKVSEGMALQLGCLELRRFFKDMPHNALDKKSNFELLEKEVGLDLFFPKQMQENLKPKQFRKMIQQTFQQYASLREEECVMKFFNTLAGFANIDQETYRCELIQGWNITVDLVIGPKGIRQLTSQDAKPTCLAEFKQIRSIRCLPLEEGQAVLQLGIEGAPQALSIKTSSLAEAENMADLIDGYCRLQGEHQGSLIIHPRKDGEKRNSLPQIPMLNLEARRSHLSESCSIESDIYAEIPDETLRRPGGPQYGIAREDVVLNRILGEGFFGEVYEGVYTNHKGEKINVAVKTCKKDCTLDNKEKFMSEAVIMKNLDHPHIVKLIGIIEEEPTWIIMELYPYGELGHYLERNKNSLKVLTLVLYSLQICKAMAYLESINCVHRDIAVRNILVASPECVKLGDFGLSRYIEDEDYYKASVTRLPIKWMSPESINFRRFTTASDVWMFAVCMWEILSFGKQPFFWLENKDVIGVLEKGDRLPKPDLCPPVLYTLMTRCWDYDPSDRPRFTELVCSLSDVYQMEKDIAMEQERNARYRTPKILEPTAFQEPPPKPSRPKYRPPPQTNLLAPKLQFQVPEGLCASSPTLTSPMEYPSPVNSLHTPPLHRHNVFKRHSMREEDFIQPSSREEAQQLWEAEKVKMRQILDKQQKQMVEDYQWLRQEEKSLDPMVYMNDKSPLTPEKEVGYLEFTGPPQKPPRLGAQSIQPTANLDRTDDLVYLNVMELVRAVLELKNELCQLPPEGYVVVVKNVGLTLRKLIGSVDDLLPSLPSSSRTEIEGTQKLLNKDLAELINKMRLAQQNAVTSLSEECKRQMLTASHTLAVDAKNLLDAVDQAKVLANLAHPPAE
# MT1-MMP txn act: activates MT1-MMP transcription; HT1080 MT1-MMP promoter luciferase reporter, luminescence, overnight; active compounds read high; activation factor at 10 µM; hit rate 0.16% among 86,000; AID 750;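 active = activation factor of at least 2 for MT1-MMP transcription at 10 µM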
# CD11b adhes inh: inhibitors of human CD11b/CD18 binding to fibrinogen | P05107+P11215 | K562 CD11b/CD18 adhesion to fibrinogen, ATPlite luminescence; Mn2+ added to activate the integrin | inhibition, % at 10 µM | hit rate 0.54% among 93,000 | AID 1497;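 active = primary inhibition of 50% or more at 10 µM, then 40% or more on retest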; note: some results filed as inactive read as strong as hits
# Mac1 fbg enh: enhancers of human CD11b/CD18 binding to fibrinogen; P05107+P11215; activation, % at 10 µM; K562 CD11b/CD18 adhesion to fibrinogen, ATPlite luminescence; AID 1499; hit rate 0.07% among 93,000;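 active = 10 µM primary screen giving 50% or more activity, confirmed by 40% or more on retest at that dose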; note: strong numbers were not always called active; reference of the scale not given here
# PLAP activator: human PLAP activation; activation fold at 20 µM; purified PLAP enzyme, luminescent substrate read-out; active compounds read high; P05187; hit rate 1.2% among 96,000; AID 696; in the data active = activation fold above about 2
# CYP2C9 activ: CYP2C9 (human) activation. P11712. recombinant CYP2C9, luciferin-H conversion, luminescence; active compounds read high; factor 1 = untreated enzyme, 0 = blocked. activation factor at 5 µM. hit rate 1.4% among 96,000. AID 1024;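 active = activation factor of 2 or more for CYP2C9 at a 5 µM dose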;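 note: 0 = sulfaphenazole-blocked wells and 1 = vehicle-only wells; values of inactives mirror those of a sister screen read the other way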
# CYP2C19 activ: activators of human cytochrome P450 2C19 | activation factor at 5 µM | 96,000 tested, under 10 active | recombinant CYP2C19, luciferin-H EGE luminescence; active compounds read high; 0 = fully inhibited enzyme, 1 = untreated enzyme | P33261;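 active = activation factor of at least 2 at 5 µM in the primary screen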;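 note: 0 = wells with 2.5 mM tranylcypromine and 1 = vehicle-only wells; values of inactives mirror those of a sister screen read the other way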
# CYP2C19 inhib: human CYP2C19 inhibition | hit rate 21% among 96,000 | inhibition, % at 5 µM | P33261 | CYP2C19 Supersomes, luciferin-H EGE luminescence, 30 min;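 active = CYP2C19 inhibition above a set limit at 5 µM in the primary screen, cut at about 50% in these data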;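 note: plate controls were negative control wells for no effect and 2.5 mM tranylcypromine positive control for full effect; values of inactives mirror those of a sister screen read the other way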
# Numbers without * were called inactive; . = no result given.
SMILES,CYP2C9 inh,PTK2B oligo ant,MT1-MMP txn act,CD11b adhes inh,Mac1 fbg enh,PLAP activator,CYP2C9 activ,CYP2C19 activ,CYP2C19 inhib
CCCCN(C)S(=O)(=O)c1ccc(C(=O)Nc2nnc(-c3cccs3)o2)cc1,31,.,1.3,.,.,1,0.7,1.1,-8
COc1cc(CN2CCN(S(=O)(=O)c3ccc(F)cc3)CC2)cc(OC)c1OC,47,-1,0.8,10,-2,1.7,0.5,0.2,84*
Cc1onc(-c2ccccc2)c1C(=O)NCCc1c[nH]c2ccccc12,56*,-0.18,1.1,.,.,0.7,0.4,0.4,59*
CCOc1ccc(NC(=O)CN2CCN(S(=O)(=O)c3ccc(Cl)cc3)CC2)cc1,-9,0.71,1.2,.,.,1.2,1.1,0.2,80*
COCCn1c(SCCN2CCCCC2)nc2ccccc2c1=O,5,0.66,1.3,6,-3,1.5,1,0.7,31
COC(=O)c1oc2ccc(Cl)cc2c1-n1cccc1,72*,2,1.3,-24,3,1.3,0.3,0.4,58*
Cc1ccc2cc(C#N)c(SCC(=O)Nc3ccc4sc(C)nc4c3)nc2c1,15,.,.,-21,2,0.9,0.8,0.9,8
O=C(CCNS(=O)(=O)c1ccc(Br)cc1)NCc1ccc2c(c1)OCO2,-6,0.75,1.2,4,-7,1,1.1,0.8,22
Cc1ccccc1OCC(=O)NC(=S)Nc1ccc(Br)c(C)n1,8,1.7,.,-5,4,1,0.9,0.9,14
N#CCCn1c2ccccc2c2nc3ccccc3nc21,8,-0.32,1.1,5,-4,1.1,0.9,1.1,-12
CCSc1cc(N2CC(C)OC(C)C2)nc(-c2ccccc2Cl)n1 (centres undefined),38,-2.9,.,9,0,1.7,0.6,0.7,33
CCOC(=O)C1CCN(C(=O)Nc2ccccc2Cl)CC1,5,0.6,1.2,-2,-3,1.1,0.9,0.4,65*
N#CC1=C(Nc2ccccc2)SC=C(c2ccc(Cl)c(Cl)c2)N=C1N1CCOCC1,22,0.63,.,.,.,1.1,0.8,1,1
CCS(=O)(=O)Nc1ccc(C(=O)CC2(O)C(=O)Nc3ccc(Br)cc32)cc1 (centres undefined),21,0.96,1.3,-6,2,1.1,0.8,1,-1
CCOC(=O)C1=c2s/c(=C\c3cccnc3)c(=O)n2C(N)=C(C(=O)OC)C1c1cccnc1 (centres undefined),88*,-0.62,1.1,2,17,1.4,0.1,0.1,90*
O=C(CSc1ccc(/C=N/NC(=O)c2cccc(F)c2)o1)Nc1ccccc1,80*,-0.28,.,1,-4,0.9,0.2,0.8,17
OCCNCCCCCOc1ccc(F)cc1,-11,0.39,1.2,-8,-1,0.8,1.1,1,2
COc1cc(-c2nc(-c3ccccc3)c(-c3cccs3)[nH]2)cc(OC)c1OC,49,-3*,1.3,10,6,1.7,0.5,0.7,33
Cn1c(/C=C/c2ccc([N+](=O)[O-])o2)nc2ccccc2c1=O,13,-0.02,0.1,7,-3,1.2,0.9,.,.
CCCCNC(=O)c1ccc(S(=O)(=O)c2ccc(Cl)cc2)c(NC(C)=O)c1,38,-0.07,1,-1,0,1.3,0.6,0.5,49
CC(=O)N(CCC(c1ccccc1)c1ccco1)Cc1cccs1 (centres undefined),43,-0.32,1.2,.,.,1.4,0.6,0.7,32
CSc1nc(N(CCO)CCO)c2sc3nc(-c4ccco4)c4c(c3c2n1)CCC4,14,-1.2,1,-20,128,1.6,0.9,0.9,11
O=C(Nc1ncc2c(n1)-c1ccccc1OC2)c1ccccc1Cl,30,-0.84,.,.,.,0.9,0.7,0.9,14
CCOc1ccc(-n2c(SCC(=O)Nc3nccs3)nc3c(c2=O)SCC3)cc1,10,.,1.1,-38,6,1.1,0.9,0.9,11
CNc1nc(Sc2ccc(C)cc2)cc(C(F)(F)F)n1,7,0.33,.,.,.,0.9,0.9,1,-1
CC(=O)N1c2ccccc2C(=O)C1N1CCCCC1 (centres undefined),-3,1.2,1.2,3,-1,1,1,0.6,44
Cc1cc(C)n2c(SCC(=O)Nc3ncc(C(F)(F)F)cc3Cl)nnc2n1,63*,1.5,1.1,0,-3,1,0.4,0.7,26
CN=C(Nc1cc(C)nn1-c1ccccc1)c1ccc(F)cc1,45,0.01,1.1,-3,-2,1,0.5,0.1,92*
COc1ccc(OC)c(NC(=O)CCN2CCCC(C)C2)c1 (centres undefined),2,0.8,1.1,2,-2,0.9,1,0.6,37
CCn1c(SCC(=O)O)nc2sc3c(c2c1=O)CCC3,48,0.06,0.9,2,-2,0.9,0.5,0.6,43
COc1cccc(C(=O)n2cnnc2N)c1OC,-16,-0.34,1.2,.,.,0.9,1.2,1.1,-8
CC(C)c1cc(C(=O)Nc2cccnc2)no1,40,0.66,1.4,10,-2,1,0.6,0.9,13
CCCCCCCCOC(=O)CCc1c(C)[nH]c(=S)[nH]c1=O,-40,3.1,1.1,.,.,1,1.4,0.7,31
CCc1nc2c(cnn2-c2ccc(Cl)cc2)c(=O)n1-c1ccc2c(c1)OCCO2,-4,0.86,1.1,26,6,0.8,1,1,-1
CC(C)Cc1nnc(NC(=O)c2ccc([N+](=O)[O-])cc2)s1,-27,-1.8,.,.,.,1,1.3,0.9,10
COc1ccc(CCNS(=O)(=O)c2ccc3c(c2)n(C)c(=O)c(=O)n3C)cc1OC,-8,.,.,2,-2,0.8,1.1,1,3
O=C1C2C(C(=O)N1/N=C/c1cc([N+](=O)[O-])ccc1O)C1C=CC2C12CC2 (centres undefined),21,-0.06,.,.,.,1,0.8,1,2
Cc1sc2nc(CN3CCOCC3)nc(NS(=O)(=O)c3ccccc3)c2c1C,46,0.62,1.3,2,0,1.5,0.5,1.2,-24
O=C1C2CC=C(Cl)CC2C(=O)N1CCCCCCN1C(=O)C2CC=C(Cl)CC2C1=O (centres undefined),82*,-1.3,1.3,6,1,1.7,0.2,0.3,75*
O=C(O)c1cccc(S(=O)(=O)Nc2ccc3oc(=O)sc3c2)c1,12,0.25,1.1,.,.,1.3,0.9,1,2
COc1cccc(NC(=O)N2CCN(c3cccc(C)c3C)CC2)c1,-102,-0.62,1.4,7,5,0.9,2*,0.8,18
OC(COc1c(F)cc(Br)cc1F)CN1CCN(c2ccc(F)cc2)CC1 (centres undefined),19,-0.02,1.1,-15,0,1.2,0.8,0.8,20
COc1cccc(-c2nc(CS(=O)(=O)CC(=O)N3CCc4ccccc43)c(C)o2)c1,-18,.,.,10,-2,0.8,1.2,0.8,21
CCN1C(=O)/C(=C/c2c(C)nn(C)c2C)SC1=S,15,-0.31,.,21,-6,1.6,0.9,1,3
CCOc1ccc(NC(=S)Nc2ccc(C)c([N+](=O)[O-])c2)cc1,8,0.34,.,-16,-1,0.8,0.9,0.8,25
c1cncc(-c2nc3cc(Cc4ccc5oc(-c6cccnc6)nc5c4)ccc3o2)c1,39,.,1,-20,86,1,0.6,1,-1
COC(=O)/C=C(\C)NC(=O)c1cccs1,10,1,1,4,4,0.9,0.9,0.9,13
CCCCc1cc(=O)oc2c(CN(C)C)c(O)ccc12,-9,1.3,1.1,-25,1,1.1,1.1,1.1,-8
COc1cccc(OC)c1OCC(O)CN1CCN(c2ccccc2)CC1 (centres undefined),-14,-0.41,1,8,-3,1.1,1.1,1,3
CC(=O)n1c2c(c3ccccc31)OC(N)=C(C#N)C2c1ccc(C(C)C)cc1 (centres undefined),72*,0.9,.,.,.,1,0.3,0.6,39
O=C(C1CCCO1)N1CCN(Cc2nc3ccccc3c(=O)[nH]2)CC1 (centres undefined),-17,0.57,1.2,49,1,1,1.2,1.1,-11
Nc1nonc1C(=O)NCCN=Cc1ccccc1O,-11,-0.01,1.1,.,.,0.9,1.1,0.8,15
O=C1NC(=S)SC1=C1CCCC1,74*,0.28,1,0,1,1.1,0.3,0.7,29
COc1cnc(-c2ccccc2)nc1Oc1cccc(C)c1,1,0.15,.,-13,7,1,1,0.9,12
Cc1cc(/C=N\O)c(C)n1-c1ccncc1,-14,0.17,1,-1,-4,0.9,1.1,0.9,14
CCCc1nnc(SCC(=O)N2CCOCC2)n1CCCOC,-10,4,1.2,8,4,1,1.1,1.1,-10
Cc1cc(C)n(-c2nc3c(c(=O)[nH]c(=O)n3C)n2CC(O)COc2ccccc2)n1 (centres undefined),14,0.63,.,12,-4,1,0.9,0.8,25
CCc1ccc(N2CC(C(=O)Nc3nccs3)CC2=O)cc1 (centres undefined),45,0.6,1.1,12,0,1,0.5,1,2
COC(=O)c1ccc(CN2C(=O)c3ccccc3S2(=O)=O)cc1,60*,-1.1,0.8,8,7,1.2,0.4,0.2,84*
COc1ccc(-c2noc(C3CCCN(S(=O)(=O)c4ccc(C)c(Cl)c4)C3)n2)cc1OC (centres undefined),57*,-1,1.2,14,0,1.2,0.4,0.3,68*

# Further entries:
SMILES,CYP2C9 inh,PTK2B oligo ant,MT1-MMP txn act,CD11b adhes inh,Mac1 fbg enh,PLAP activator,CYP2C9 activ,CYP2C19 activ,CYP2C19 inhib
CC(=O)NCCn1c(SCC(=O)NCCC(C)C)nc2ccccc2c1=O,11,0.42,1,.,.,0.9,0.9,0.3,69*
CCOc1ccc(OCC)c(NC(=O)CN2CCN(c3cccc(C)c3)C(C)C2)c1 (centres undefined),36,0.13,.,11,0,1.1,0.6,0.9,11
COC(=O)c1ccc(Oc2cc(C)nc(NCc3ccccc3)n2)cc1,7,-0.9,1,-4,6,0.9,0.9,0.9,13
Cc1ccc(-c2csc3nnc(SCC(=O)NCc4ccco4)n23)cc1,41,2,1,-12,-1,0.9,0.6,0.7,33
COC(=O)c1[nH]c2cc(OC)ccc2c1NC(=O)CN1CCN(c2cccc(C)c2)C(C)C1 (centres undefined),31,0.55,1.1,.,.,1.3,0.7,0.9,14
COc1cc(CN(C)CCc2ccccn2)cc(OC)c1OC,0,0.63,1.2,.,.,1,1,1,3
Cc1ccc2nc(Nc3nc(-c4ccccc4)cc(=O)[nH]3)nc(C)c2c1,55*,-1.8,.,.,.,1.2,0.5,0.7,26
COC(=O)C1=C(C)N(c2cc(Cl)cc(Cl)c2)C(=O)C1,2,1.1,1.3,7,0,1.5,1,0.4,62*
COc1ccc(CN2C(=O)C(O)(CC(=O)c3c(C)n[nH]c3C)c3ccccc32)cc1OC (centres undefined),7,1,1,-15,0,1.4,0.9,0.8,20
C=CCn1c(=O)c2ccccc2n2c(SCC(=O)NCCc3ccccc3)nnc12,29,-0.1,1,-6,-2,1,0.7,0.5,51*
N=c1c2c(-c3ccccc3)c(-c3ccccc3)oc2ncn1CCN1CCOCC1,42,-0.93,1.1,-5,-1,1.5,0.6,0.6,40
CCOC(=O)c1ccc(NC(=O)C(CC)(CC)C(=O)OCC)cc1,65*,-0.94,0.9,-12,3,1.5,0.4,0.2,77*
C/C(=N\NC(=O)c1cccc(Cl)c1)c1cccc(NC(=O)c2ccco2)c1,14,-0.66,.,-14,-5,1.5,0.9,0.8,21
Cc1nc(=S)c2ccccc2[nH]1,10,0.9,1.5,6,-5,1,0.9,1.1,-11
O=C(NCc1cn2ccccc2n1)c1ccccc1,0,-0.53,1.2,6,1,1.1,1,0.7,34

# Reprinted at random: three entries already listed, in no set order.
SMILES,CYP2C9 inh,PTK2B oligo ant,MT1-MMP txn act,CD11b adhes inh,Mac1 fbg enh,PLAP activator,CYP2C9 activ,CYP2C19 activ,CYP2C19 inhib
CCOC(=O)C1CCN(C(=O)Nc2ccccc2Cl)CC1,5,0.6,1.2,-2,-3,1.1,0.9,0.4,65*
CN=C(Nc1cc(C)nn1-c1ccccc1)c1ccc(F)cc1,45,0.01,1.1,-3,-2,1,0.5,0.1,92*
CC(=O)N1c2ccccc2C(=O)C1N1CCCCC1 (centres undefined),-3,1.2,1.2,3,-1,1,1,0.6,44

# Screening data deposited in PubChem BioAssay by Sanford-Burnham Center for Chemical Genomics.
